# Screens: PubChem BioAssay, several laboratories
# PfM18AAP inh – blocks P. falciparum M18 aspartyl aminopeptidase | inhibition, % at 7.35 µM | 290,000 compounds, 1.2% hits | AID 1822 | recombinant PfM18AAP, H-Glu-NHMec fluorogenic cleavage;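 active = inhibition above the campaign mean inhibition over all tested compounds plus 3 SD, cut at about 28% in these data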;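 note: 0% = plate median of test compound wells and 100% = 2 mM ZnCl2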
# IMP-1 inhibitor – inhibitors of Pseudomonas aeruginosa IMP-1 metallo-beta-lactamase. purified IMP-1, nitrocefin hydrolysis, epi-absorbance fluorescence. inhibition, % at 5.6 µM. 290,000 compounds, 0.45% hits. AID 1556;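 active = inhibition above the mean plus 3 SD of all compounds in the same screening run, cut at about 4.5% in these data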;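 note: 0% = IMP-1 with DMSO and 100% = DMSO wells lacking enzyme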
#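 Material – recombinant IMP-1 enzyme, purified · Amount – IMP-1 0.2 nM before substrate addition · Medium – HEPES buffer pH 7.1 with ZnSO4 and Brij 35 · Timing – 25 °C, 15 min preincubation, 25 min reaction · Measured by – plate fluorescence quenching by hydrolysis product, ex 480/em 530 nm · Read-out – percent enzyme inhibition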
# VIM-2 inh – blocks Pseudomonas aeruginosa VIM-2 metallo-beta-lactamase. AID 1527. 290,000 compounds, 0.89% hits. purified VIM-2, nitrocefin hydrolysis, epi-absorbance fluorescence. inhibition, % at 5.6 µM;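 active = inhibition above the mean of all tested compounds plus 3 SD, cutoff set per screening run, cut at about 7.5% in these data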;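 note: red hydrolysis product quenches plate fluorescence so inhibitors raise well fluorescence; 0% = enzyme with DMSO and 100% = DMSO without enzyme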
# IDE inh – inhibitors of human insulin-degrading enzyme in cells; inhibition, % at 5.59 µM; P14735; HEK cells, FAbetaB cleavage, fluorescence polarization; 320,000 compounds, 0.41% hits;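 active = percent inhibition above the average of all tested compounds plus 3 SD, set per screening campaign, cut at about 16% in these data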;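 note: IDE supplied by intact live HEK cells; FP after avidin binding of uncleaved biotin substrate so inhibition keeps polarization high; 0% = DMSO wells and 100% = 60 µM reference IDE inhibitor Ii1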
# IDE act – IDE (human) activation, cell-based | activation, % at 5.96 µM | HEK cells, FAbeta-B cleavage, fluorescence polarization; 0% vehicle, 100% cell-free pure enzyme wells | 340,000 compounds, 0.073% hits | AID 493087 | P14735;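 active = activation above the mean of all tested compounds plus 3 SD, set per screening campaign, cut at about 17% in these data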
# pCIP destab – lowers stability of the mouse p/CIP coactivator protein; F442A p/CIP-EGFP cells, EGFP fluorescence, 16 h; decrease of EGFP signal, % at 10 µM; 290,000 compounds, 0.01% hits;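 active = EGFP signal decrease of at least 30% at 10 µM or well 3 SD below plate mean, unless failing retest; inactive = the rest, including hits failing retest or dose response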; note: some compounds called inactive have numbers as strong as hits; many of its hits are not listed in these tables
# HCV NS3 hel inh – inhibitors of Hepatitis C virus NS3 helicase; NS3 helicase DNA unwinding, Cy5 molecular beacon fluorescence; inhibition, % at 10.9 µM; 290,000 compounds, 0.56% hits; AID 1800;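 active = inhibition above the mean of all tested compounds plus 3 SD, set per campaign, cut at about 35% in these data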;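 note: 0% = DMSO wells and 100% = thioflavine S control wells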
#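 System: NS3 helicase fragment of HCV / Schedule: 1 h at 25 °C / Control set: DMSO alone as 0% and 110 µM thioflavine S as 100% / Reagent: Cy5/quencher beacon DNA duplex and ATP to start / Technique: Cy5 fluorescence / Replication: singlicate / Evaluation: % inhibition of end-to-start signal ratio versus controls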
# DNA FID counter – fluorescent intercalator displacement, NS3 helicase counter-screen; inhibition, % at 7.9 µM; 290,000 compounds, 0.17% hits; DNA fluorescent intercalator displacement, fluorescence; in the data active = inhibition above about 37%;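 note: 0% = vehicle and 100% = reference compound; higher means more ethidium bromide displaced from hairpin DNA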
# UBC9 SUMO inh – SUMOylation inhibition; P63279; HTRF SUMOylation assay, SAE1/SAE2 + UBC9, in vitro; inhibition, % at 35 µM; 290,000 compounds, 0.36% hits; AID 2006; in the data active = inhibition above about 50%, passing the limit was not always enough; note: strong numbers were not always called active
# Target sequence (P63279 whole entry, looked up): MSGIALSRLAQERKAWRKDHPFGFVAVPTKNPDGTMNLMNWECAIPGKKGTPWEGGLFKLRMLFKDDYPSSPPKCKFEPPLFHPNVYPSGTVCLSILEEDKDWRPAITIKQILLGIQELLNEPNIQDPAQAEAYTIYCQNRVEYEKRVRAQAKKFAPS
# The depositor's hits bear a star; . = no result given.
SMILES,PfM18AAP inh,IMP-1 inhibitor,VIM-2 inh,IDE inh,IDE act,pCIP destab,HCV NS3 hel inh,DNA FID counter,UBC9 SUMO inh
Cc1ccc(S(=O)(=O)N/N=C2/CCCCC2C2CCCCC2)cc1[N+](=O)[O-] (stereo not given),4,-1.3,-2.0,9,4,4,4,1,-3
NC(=O)NC(CC(=O)NCCCc1ccccc1)c1ccc(Cl)cc1 (stereo not given),4,-3.4,-4.7,-10,-3,-13,0,-6,12
O=C1NC2(CCCCC2)C(=O)N1c1ccc(Cl)cc1,-10,-3.3,-0.6,-5,3,8,-5,-3,3
CCOc1ccc2nc(NC(=O)CC3Oc4ccccc4NC3=O)sc2c1 (stereo not given),7,-1.2,-2.7,-1,-7,7,-7,1,12
COC(=O)c1sccc1Oc1c(Cl)cccc1[N+](=O)[O-],-6,1.0,1.6,1,.,2,-3,-4,2
Cn1cc([C@@H]2C[C@H]3CN(Cc4cccc(Cl)c4)C(=O)[C@]34CCCN24)c2ccccc21,3,-3.7,-2.2,1,0,-10,-18,-1,12
CCOC(=O)C1CCCN(C(=O)CCCn2nnnc2CN2CCC(C)CC2)C1 (stereo not given),0,1.4,3.0,-2,4,2,6,-17,6
CCC(C)C(NC(=O)C(CC(C)C)NC(=O)C(CO)NC(=O)C1CCC(=O)N1)C(=O)OC (stereo not given),-9,-4.1,-2.7,3,-2,-3,0,0,7
CC1CCN(S(=O)(=O)c2cc(Br)cc(C(=O)NC3=NCCS3)c2)CC1,-7,0.4,-1.7,3,4,-12,-3,-17,7
COc1ccc(C(=O)NC2CC2)cc1OC1CCN(Cc2ccc(SC)cc2)CC1,-13,-1.3,-1.0,-1,2,-11,11,8,14
CNC(=O)c1ccccc1S(=O)(=O)c1ccccc1C#N,-2,-2.8,-2.6,2,6,0,-2,2,24
CCOC(=O)C1=NNC(C(=O)c2ccc(Cl)cc2)C1c1ccc(OC)cc1 (stereo not given),7,-0.3,-2.0,-6,4,2,-13,-24,0
COc1ccc(/C=N/n2c(-c3cc(C)[nH]n3)n[nH]c2=S)cc1OC,-14,-1.8,0.2,-6,.,-6,-2,-7,13
Nc1nc(N2CCN(c3ccc(F)cc3)CC2)n[nH]1,9,-1.0,-0.4,3,3,-4,-7,-1,17
Cc1cc(NC(=O)CN2CCN(c3cccc(Cl)c3)CC2)no1,0,-1.9,-0.9,11,-9,-8,4,-13,10
CN(CC(O)Cn1cnc2c1c(=O)n(C)c(=O)n2C)c1ccccc1 (stereo not given),-5,-1.4,-0.8,1,2,-11,7,-1,8
Cc1cc(O)ccc1N=Cc1c(C(F)(F)F)[nH][nH]c1=O,20,-2.2,-0.7,-5,-2,-15,5,-61,14
CCOc1ccc(C2C(C#N)=C(N)Oc3cc(C)n(CCN(C)C)c(=O)c32)cc1OCC (stereo not given),-3,-4.0,-1.9,-3,3,-5,-2,4,3
CC(Sc1nc2ccccc2c(=O)[nH]1)C(=O)O (stereo not given),8,-1.4,-4.1,-2,6,6,0,1,18
CC(C)OC(=O)C(C#N)c1nc2ccccc2nc1N1CCCC1 (stereo not given),-7,-1.9,-3.9,-3,3,-2,1,-5,-12
CCOC(=O)c1c(NC(C)=O)sc2c(OC)c(Br)ccc12,11,-8.0,-1.8,-10,-6,4,7,-1,-1
CC(C)(C)c1csc(NNC(=O)c2ccc(Cl)cc2)n1,13,-1.8,-3.6,7,.,-1,7,-24,7
CN(NC(=O)C(C)(C)C)c1nc(-c2ccccc2)nnc1C(F)(F)F,2,-5.4,-1.1,-1,4,0,0,0,-8
COC(=O)c1sccc1NS(=O)(=O)c1ccccc1,-4,-3.7,-1.8,2,3,-3,0,-6,10
CCCCCCCCc1nc(SC(C)C(=O)O)n[nH]1 (stereo not given),-1,-1.2,-1.5,1,0,1,-5,-13,6
# The results go on.
SMILES,PfM18AAP inh,IMP-1 inhibitor,VIM-2 inh,IDE inh,IDE act,pCIP destab,HCV NS3 hel inh,DNA FID counter,UBC9 SUMO inh
CCNC(=S)N1CCN(Cc2ccc3c(c2)OCO3)CC1,2,-1.2,-2.2,3,0,4,-14,-4,-14
O=C(CSc1nnc(-c2ccc(Cl)cc2)n1Cc1ccco1)Nc1ccc2c(c1)OCCO2,-15,-4.4,-1.9,3,0,-5,4,-28,18
O=C(NC1CCN(C(=O)N2c3ccccc3Sc3ccccc32)CC1)c1ccccc1Cl,6,-3.6,-0.4,0,2,-16,-29,-33,-19
COc1ccc(-c2nnn(CC(=O)N(Cc3cccs3)C(C)C(=O)NC3CCCC3)n2)cc1OC (stereo not given),-8,0.3,-0.6,3,1,-4,-16,-26,3
Cc1[nH]n(-c2ccc([N+](=O)[O-])cc2)c(=O)c1/C=N/N1CCOCC1,5,-0.2,-3.1,4,10,4,-10,11,-8
O=C(C1=C[C@@H](C2CC2)C[C@@H](OCCCCO)O1)N1CCN(Cc2ccc3c(c2)OCO3)CC1,-11,-3.7,-4.2,7,2,-26,1,-31,-3
CCC(c1nnnn1CCc1ccccc1)N(Cc1ccco1)Cc1cc2c(C)ccc(C)c2[nH]c1=O (stereo not given),-3,-0.2,-5.2,4,6,-5,-12,-10,31
CCC(CC)C(=O)N1CCN(c2cccc(C)c2C)CC1,-3,-2.4,-3.6,6,-2,-16,4,-13,-1
Cc1cccc(NC(=O)C2CCN(S(=O)(=O)c3cccc4nonc34)CC2)c1,1,-0.8,-2.2,-1,3,2,1,-2,6
O=C(Nc1ccccc1Cl)c1cc[n+]([O-])cc1,3,-2.6,-3.2,4,3,-19,0,-2,21
COc1ccc(CN=C(Nc2ccccc2)SC2CC(=O)NC2=O)cc1 (stereo not given),-4,-1.7,0.6,0,2,-10,-15,-18,-2
CCOC(=O)c1csc(NC(=O)C2=COCCO2)n1,-4,-2.0,-0.8,-1,2,-8,-4,-5,2
CS(=O)(=O)N1N=C(c2ccccc2)CC1c1ccc2nccnc2c1 (stereo not given),0,0.2,-0.9,10,-5,-1,8,-8,-4
O=S(=O)(c1ccc2ccccc2c1)N1CCCCC1,1,0.1,-3.4,10,-6,-10,-4,-4,1
O=C(O)C1C2C=CC(C2)C1C(=O)NCCCc1ccccc1 (stereo not given),4,-2.1,-1.0,0,4,-13,-3,1,17
CCOC(=O)c1c(NC(=O)C(C)Sc2c[nH]c3ccccc23)sc2c1CCC2 (stereo not given),-9,-0.2,-2.0,-3,5,-12,6,-8,2
Cc1cc(C)cc(NC(=O)C(Nc2ccccc2)c2ccccc2)c1 (stereo not given),-4,-0.1,0.5,2,-3,3,-14,-6,-38
Cc1ccc(NC(=S)NCC23C=CC(O2)C2C(=O)N(c4ccc(C)cc4)C(=O)C23)cc1 (stereo not given),0,-2.8,-5.9,1,-1,-6,12,-11,-2
COc1ccc(/C=N/NC(=O)C(=O)N2CCN(c3ccccc3OC)CC2)cc1,10,-0.9,-6.0,0,6,6,-3,-25,22
CC1CCN(CCOCCOc2ccc(Cl)cc2Br)CC1,-3,-1.0,-0.3,-2,5,2,-46,16,14
Cc1ccc(NC(=S)NC2CCCC2)cc1C,6,-3.9,-4.3,2,4,-13,1,-5,13
O=C(N/N=C/c1ccc2ncccc2c1)c1cc(-c2cccs2)nc2ccccc12,-7,0.7,-0.8,12,-21,3,5,-3,23

# Copied from the listing, 16 compounds:
SMILES,PfM18AAP inh,IMP-1 inhibitor,VIM-2 inh,IDE inh,IDE act,pCIP destab,HCV NS3 hel inh,DNA FID counter,UBC9 SUMO inh
CNC(=O)c1ccccc1S(=O)(=O)c1ccccc1C#N,-2,-2.8,-2.6,2,6,0,-2,2,24
CCOC(=O)C1=NNC(C(=O)c2ccc(Cl)cc2)C1c1ccc(OC)cc1 (stereo not given),7,-0.3,-2.0,-6,4,2,-13,-24,0
COc1ccc(/C=N/n2c(-c3cc(C)[nH]n3)n[nH]c2=S)cc1OC,-14,-1.8,0.2,-6,.,-6,-2,-7,13
Nc1nc(N2CCN(c3ccc(F)cc3)CC2)n[nH]1,9,-1.0,-0.4,3,3,-4,-7,-1,17
Cc1cc(NC(=O)CN2CCN(c3cccc(Cl)c3)CC2)no1,0,-1.9,-0.9,11,-9,-8,4,-13,10
CN(CC(O)Cn1cnc2c1c(=O)n(C)c(=O)n2C)c1ccccc1 (stereo not given),-5,-1.4,-0.8,1,2,-11,7,-1,8
Cc1cc(O)ccc1N=Cc1c(C(F)(F)F)[nH][nH]c1=O,20,-2.2,-0.7,-5,-2,-15,5,-61,14
CCOc1ccc(C2C(C#N)=C(N)Oc3cc(C)n(CCN(C)C)c(=O)c32)cc1OCC (stereo not given),-3,-4.0,-1.9,-3,3,-5,-2,4,3
CC(Sc1nc2ccccc2c(=O)[nH]1)C(=O)O (stereo not given),8,-1.4,-4.1,-2,6,6,0,1,18
CC(C)OC(=O)C(C#N)c1nc2ccccc2nc1N1CCCC1 (stereo not given),-7,-1.9,-3.9,-3,3,-2,1,-5,-12
CCOC(=O)c1c(NC(C)=O)sc2c(OC)c(Br)ccc12,11,-8.0,-1.8,-10,-6,4,7,-1,-1
CC(C)(C)c1csc(NNC(=O)c2ccc(Cl)cc2)n1,13,-1.8,-3.6,7,.,-1,7,-24,7
CN(NC(=O)C(C)(C)C)c1nc(-c2ccccc2)nnc1C(F)(F)F,2,-5.4,-1.1,-1,4,0,0,0,-8
COC(=O)c1sccc1NS(=O)(=O)c1ccccc1,-4,-3.7,-1.8,2,3,-3,0,-6,10
CCCCCCCCc1nc(SC(C)C(=O)O)n[nH]1 (stereo not given),-1,-1.2,-1.5,1,0,1,-5,-13,6
CCNC(=S)N1CCN(Cc2ccc3c(c2)OCO3)CC1,2,-1.2,-2.2,3,0,4,-14,-4,-14

# An unsorted share of the library (roughly 3.6% active in at least one column).
